Assay outcomes deposited in PubChem by The Scripps Research Institute Molecular Screening Center.
ASAP1 inh: inhibitors of human ASAP1 ArfGAP activity, primary screen, biochemical, fluorescence polarization; Arf-GAP with SH3 domain, ANK repeat and PH domain-containing protein 1 (Homo sapiens), …; ASAP1-stimulated ARF1 GTP hydrolysis, GDP FP detection; inhibition, % at 16.5 µM; 360,000 tested, 0.19% active; AID 624377, 2012; in the data active = inhibition above about 25%;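 note: 0% = vehicle with enzyme and substrate and 100% = no enzyme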
MBD2 DNA inh: inhibitors of MBD2 binding to methylated DNA, primary screen, biochemical, TR-FRET, DNA-binding domain, human. MBD2 binding to methylated oligonucleotide. 370,000 tested, 0.31% active. Methyl-CpG-binding domain protein 2 (Homo sapiens), Q9UBB5. inhibition, % at 4.4 µM. AID 686964, 2013; in the data active = inhibition above about 13%
Target sequence (Q9UBB5 whole entry, looked up, the tested form may be a part): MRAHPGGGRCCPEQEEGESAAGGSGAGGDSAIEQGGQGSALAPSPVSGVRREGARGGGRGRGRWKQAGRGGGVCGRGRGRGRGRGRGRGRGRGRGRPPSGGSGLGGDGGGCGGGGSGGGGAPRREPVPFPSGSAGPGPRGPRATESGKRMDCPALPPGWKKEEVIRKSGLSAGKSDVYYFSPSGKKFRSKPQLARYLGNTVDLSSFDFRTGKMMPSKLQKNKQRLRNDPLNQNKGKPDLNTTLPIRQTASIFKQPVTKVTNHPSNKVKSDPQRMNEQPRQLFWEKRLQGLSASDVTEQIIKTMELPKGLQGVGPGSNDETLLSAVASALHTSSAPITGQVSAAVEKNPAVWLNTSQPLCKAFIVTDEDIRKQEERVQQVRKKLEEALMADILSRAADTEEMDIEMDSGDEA
UHRF1 binding: UHRF1 methylated DNA binding inhibitors, primary screen, counter-screen for MBD2 inhibitor project, biochemical, TR-FRET, human UHRF1, single concentration | UHRF1 binding to methylated oligo | inhibition, % at 4.4 µM | 370,000 tested, 0.75% active | AID 687016, 2013; in the data active = inhibition above about 21%;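 note: UHRF1 SRA domain binding a hemimethylated CpG hairpin DNA probe; 0% = median of test compound wells and 100% = reference inhibitor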
DDE Tn7 FP inh: inhibitors of Tn7 peptide binding to fibrin DD(E), primary screen, biochemical, fluorescence polarization, human fibrin, Tn7 probe; AID 720508, 2013; 370,000 tested, 0.13% active; FP displacement of FITC-Tn7 peptide from fibrin DD(E); 0% = median of compound wells per plate; Fibrinogen beta chain (Homo sapiens), P02675; inhibition, % at 8.3 µM;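 active = inhibition above the mean of compounds falling within the control limits plus 3 SD of them, cut at about 14% in these data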;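 note: 0% = plate median of compound wells and 100% = 10 µM Aha-Tn7 peptide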
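Assay system: Fibrin-DD(E) protein isolated from polymerized human fibrin clots; read-out basis: percent inhibition; medium: Tris/NaCl/CaCl2 buffer, pH 7.8; signal: FP measurement; incubation: 10 min plus 3 h, room temperature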
proKLK7 act: proKLK7 zymogen activators, primary screen, biochemical, fluorescence intensity; purified proKLK7, EDANS-DABCYL substrate fluorescence; 100% is mature enzyme control, 0% vehicle; activation, % at 7 µM; 370,000 tested, 0.9% active;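 active = activation above the mean of all tested compounds plus 3 SD, computed per campaign excluding outliers beyond control limits, cut at about 13% in these data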
Tn6 DDE FP: inhibitors of Tn6 peptide binding to fibrin DD(E), primary screen, biochemical, fluorescence polarization, human fibrin, Tn6 probe | Fibrinogen beta chain (Homo sapiens), P02675 | Fibrin DD(E) TRITC-Tn6 fluorescence polarization displacement | inhibition, % at 8.3 µM | 370,000 tested, 0.21% active;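 active = inhibition above a per-campaign cutoff: mean of compounds within control limits plus 3 SD, cut at about 15% in these data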;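 note: 0% = median of all compound wells on the plate and 100% = blocking peptide control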
ADAM17 inh: ADAM17 inhibitors, primary screen, biochemical, QFRET; AID 720648, 2013; inhibition, % at 6.95 µM; 370,000 tested, 0.83% active; recombinant ADAM17, EDANS/DABCYL FRET peptide cleavage; Disintegrin and metalloproteinase domain-containing protein 17 (Homo sapiens), P78536;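 active = inhibition above the mean of compounds lying between control limits plus 3 SD, set per campaign, cut at about 8.5% in these data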;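 note: 0% = DMSO-only wells as the low control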
Target sequence (P78536 215-824 limits assumed): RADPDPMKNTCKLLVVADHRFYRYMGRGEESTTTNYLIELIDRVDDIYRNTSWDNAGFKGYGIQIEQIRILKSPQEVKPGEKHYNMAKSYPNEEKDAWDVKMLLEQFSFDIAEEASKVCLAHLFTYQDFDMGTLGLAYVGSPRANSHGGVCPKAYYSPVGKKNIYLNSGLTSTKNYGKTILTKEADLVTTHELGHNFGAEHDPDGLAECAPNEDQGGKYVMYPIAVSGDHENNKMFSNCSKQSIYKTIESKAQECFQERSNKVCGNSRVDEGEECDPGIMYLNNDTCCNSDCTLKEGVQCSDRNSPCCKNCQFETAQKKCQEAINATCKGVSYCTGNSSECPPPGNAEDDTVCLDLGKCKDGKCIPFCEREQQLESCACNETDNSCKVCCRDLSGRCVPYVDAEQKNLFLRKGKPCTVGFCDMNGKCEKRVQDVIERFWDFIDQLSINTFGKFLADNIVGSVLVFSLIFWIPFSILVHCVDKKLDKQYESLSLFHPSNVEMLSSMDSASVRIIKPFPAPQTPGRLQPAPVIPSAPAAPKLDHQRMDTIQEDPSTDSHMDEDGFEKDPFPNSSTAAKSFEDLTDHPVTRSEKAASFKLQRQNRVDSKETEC
PLCg1 inh: PLC-gamma1 enzyme inhibitors, primary screen, biochemical, fluorescence, purified enzyme; 370,000 tested, 0.84% active; AID 720700, 2013; fluorogenic substrate; inhibition, % at 12.2 µM; in the data active = inhibition above about 9.5%
PLC-beta3 inh: human PLC-beta3 inhibitors, primary screen, biochemical, fluorescence; 370,000 tested, 0.18% active; inhibition, % at 12.2 µM; AID 720704, 2013; Purified PLC-beta3, fluorogenic substrate; in the data active = inhibition above about 11%;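 note: 0% = median of compound wells on plate and 100% = full blocker control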
ARFGAP1 inh: inhibitors of rat ARFGAP1 GAP activity, primary screen, biochemical, fluorescence polarization, GDP tracer | 360,000 tested, 0.26% active | ADP-ribosylation factor GTPase-activating protein 1 (Rattus norvegicus), Q62848 | AID 651572, 2012 | inhibition, % at 16.5 µM | Arfgap1-stimulated ARF1 GTP hydrolysis, GDP FP detection;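 active = inhibition above a per-plate limit, mean inhibition of low control wells plus 3 SD, cut at about 25% in these data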;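 note: 0% = DMSO wells with enzyme and 100% = wells lacking Arfgap1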
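System: truncated rat Arfgap1 GAP domain / Medium: HEPES-based buffer, pH 7.5 / Also added: N-terminally truncated human ARF1-GTP substrate / Incubation: enzyme reaction 120 min at 25 °C after 20 min preincubation / Measured by: FP of antibody-bound GDP Alexa 633 tracer, ex 620/em 688 nm / Replicates: singlicate, each compound tested once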
Active calls of the source: *; i = inactive.

SMILES	ASAP1 inh	MBD2 DNA inh	UHRF1 binding	DDE Tn7 FP inh	proKLK7 act	Tn6 DDE FP	ADAM17 inh	PLCg1 inh	PLC-beta3 inh	ARFGAP1 inh
CCOC(=O)c1cn(CC(=O)Nc2cccc(F)c2)nn1	-2	-3	0	-1	0.6	-3	0	1	4	5
CC1CCCC(NC(=O)CSc2nnc(C(F)(F)F)n2C)C1C (configuration not stated)	9	3	-3	-3	0.5	-8	-3	1	-3	-1
N#CC1(c2nc3ccccc3[nH]2)CC1c1ccc2c(c1)OCO2 (configuration not stated)	0	0	6	1	0.1	4	-4	-17	-26	11
Clc1ccc(N=c2ssnc2Cl)nc1	7	-1	0	-1	-0.9	2	-7	-7	-15	9
Nc1sc(-c2ccccc2)cc1C(=O)N/N=C/c1ccc(Cl)cc1	1	-1	1	1	-0.3	-5	-2	-6	-12	14
O=C(O)c1cc(N2C(=O)C3CCCCC3C2=O)ccc1NCc1cccnc1 (configuration not stated)	-3	-3	5	3	1.1	-4	-24	-32	-45	13
CC(C)CSc1nc(N)nc2c1ncn2C1OC(CO)C(O)C1O (configuration not stated)	-9	0	0	-1	0.4	-2	-3	1	-2	18
COc1ccccc1CO/N=C/c1cccn1-c1nccc(N(C)C)c1C#N	-4	3	-1	3	0.7	0	-5	-7	-8	-7
COc1ccc(-n2c(N)c(C(=O)NCC3CCCO3)c3nc4ccccc4nc32)c(OC)c1 (configuration not stated)	31*	4	11	6	-65	-4	-155	-223	-332	28*
O=C(CCCCCNC(=O)N1CCn2c1nc1ccccc12)N[C@H](Cc1ccccc1)C(=O)O	1	9	4	4	0.0	-3	-2	5	2	6
COc1cccc(C2c3c(-c4ccccc4O)n[nH]c3C(=O)N2Cc2ccco2)c1 (configuration not stated)	1	-7	-2	7	0.0	-1	5	-4	-13	10
NNC(=O)c1sccc1OCc1cccc(C(F)(F)F)c1	2	1	-3	-4	-0.1	-1	0	-10	-15	-11
CC(C)C(C)NC(=O)COc1ncnc2sccc12 (configuration not stated)	9	-6	3	-4	0.5	9	1	1	-4	5
CCn1nnc(NC(=O)C(c2ccccc2)c2ccccc2)n1	11	-5	0	-9	0.4	-6	1	4	-4	7
O=C(N/N=C\c1ccccn1)c1ccccc1O	-8	-2	-3	4	-1.1	3	-2	-10	-10	-1
COc1ccc(CC(=O)NC2CCCCCC2)c(OC)c1	-7	-7	0	11	0.5	-7	0	5	1	10
COc1cc(-c2cc3nc(NCCc4ccncc4)ccn3n2)cc(OC)c1OC	17	10	1	-6	2.6	-4	-35	-87	-113	-4
Cc1ccc(NC(=O)COC(=O)CCC(=O)c2cccs2)cc1S(=O)(=O)N1CCOCC1	-3	-6	1	2	0.0	-4	2	5	5	1
CCn1cc(C(=O)NCc2cccnc2)c2cc(OC)c(OC)cc2c1=O	-2	-1	3	2	0.1	-6	-7	2	3	2
CCC1(CC)NC(=O)N(CC(=O)OCC(=O)NC(=O)c2ccccc2OC)C1=O	13	3	1	10	0.2	-3	-6	1	-2	-4
NC(=O)CSc1cn(Cc2cccc(F)c2)c2ccccc12	3	5	2	5	0.0	-1	-3	0	-1	-3
COc1ccc(S(=O)(=O)Nc2ccc(F)c(F)c2)cc1C(=O)N1CCOCC1	6	0	0	6	0.1	0	-3	1	-6	11
N#Cc1nc(-c2ccco2)oc1N1CCN(Cc2ccccc2)CC1	-7	8	2	-5	1.1	-17	-29	-8	-15	-2
COc1ccc(C(=O)Nc2cccc3cccnc23)cc1OC	10	8	-4	-1	-0.2	1	-3	-3	0	11
Cc1ccc(Nc2nnc(-c3ccccc3N)o2)cc1C	0	0	0	-1	-16	-4	-115	-66	-79	6

Entries listed above marked active in ARFGAP1 inh:
canonical_smiles	ASAP1 inh	MBD2 DNA inh	DDE Tn7 FP inh	proKLK7 act	Tn6 DDE FP	ADAM17 inh	PLCg1 inh	PLC-beta3 inh	ARFGAP1 inh
COc1ccc(-n2c(N)c(C(=O)NCC3CCCO3)c3nc4ccccc4nc32)c(OC)c1 (configuration not stated)	31*	4	6	-65	-4	-155	-223	-332	28*

Next part
SMILES	ASAP1 inh	MBD2 DNA inh	UHRF1 binding	DDE Tn7 FP inh	proKLK7 act	Tn6 DDE FP	ADAM17 inh	PLCg1 inh	PLC-beta3 inh	ARFGAP1 inh
CC(C)CN(Cc1cc(=O)oc2cc(-c3ccccc3)c(O)cc12)CC(C)C	5	9	0	-7	-1.7	-1	-7	-68	-45	-3
COc1ccccc1NS(=O)(=O)c1cccc(C(=O)N2CC(C)OC(C)C2)c1 (configuration not stated)	11	2	1	5	-0.1	-5	1	1	-6	-6
C[C@H]1CN([C@@H](C)CO)C(=O)CCCn2cc(nn2)CO[C@@H]1CN(C)S(C)(=O)=O	-4	0	2	8	0.3	1	-4	-1	-3	-8
O=C(NCCc1ccccc1)c1ccc([N+](=O)[O-])cc1	12	0	0	-3	0.4	5	7	4	2	3
COC(=O)Cc1c(O)ccn(Cc2cccc3ccccc23)c1=O	0	2	-1	-3	-0.3	1	1	1	1	9
COc1ccc(CC(=O)Nc2ccc(S(=O)(=O)NCC3CCCO3)cc2)cc1 (configuration not stated)	1	6	-1	3	0.5	0	1	-1	1	-3
O=C(NCc1ccco1)c1nc2nc(-c3cccs3)cc(C(F)(F)F)n2n1	-10	5	8	1	56*	-2	i	i	i	-1
CCc1ccc(N2CC(C(=O)NNC(=O)c3ccc(F)cc3)CC2=O)cc1 (configuration not stated)	-8	0	1	4	0.2	1	-2	-1	-4	-1
C[C@@H]1CC2=C(C(=O)OC(C)(C)O2)[C@H](c2ccc(Cl)cc2)O1	26*	-5	-4	-1	0.1	0	0	-1	2	9
CCCCn1c(/C=C/c2ccco2)nc2ccccc21	-7	-4	-1	1	0.7	4	-14	-37	-45	-9
COC(=O)c1ccccc1NC(=O)N1CCN(S(C)(=O)=O)CC1	-9	-1	-1	-1	-0.2	-5	-9	-6	-6	-19
Cc1cccc(N2CCN(S(=O)(=O)c3c(C)[nH]c(C)c3C(=O)N3CCCC3)CC2)c1C	-2	2	-2	7	0.3	-1	-1	2	-7	-7
Cc1noc(C)c1COc1ccccc1C(=O)NNC(=O)c1ccc(F)cc1	-6	-5	0	5	0.0	5	-5	0	-7	-8
O=C(c1cc2c(s1)CCCC2)N1CCN(C(=O)C2CCCO2)CC1 (configuration not stated)	-12	-2	0	-3	0.1	-1	-4	0	2	-5
O=C1CCNc2ccc(-c3ccccc3)cc21	0	-3	-5	5	-0.4	-5	-20	-225	-257	3
Cn1nnnc1SCC(=O)c1cccs1	6	6	2	3	-0.2	-4	-4	-2	-3	-1
c1ccc(CN2CCN(c3nc(-c4ccccn4)nc4ccccc34)CC2)cc1	-7	-5	-4	-1	0.8	2	0	-16	-12	0
COc1cccc(-c2noc(-c3ccc4c(c3)OCO4)n2)c1	-4	-6	2	-2	0.4	1	-1	2	4	-4
O=C(Nc1ncc2c(n1)-c1ccccc1OC2)c1ccc(F)cc1	4	5	19	5	32*	4	-235	-80	-124	5
CCN(CC(=O)Nc1ccc2c(c1)OCCO2)C(=O)CCc1ccc(OC)cc1	1	-3	2	-4	-0.3	-1	-1	2	-5	10
Cc1cnc(C)c(N2CCC(C(=O)NCc3cccs3)CC2)n1	-12	-4	-1	-10	-0.1	5	-4	-18	-1	2
Cc1cc2ccccn2c1C(=O)c1ccc(Cl)c([N+](=O)[O-])c1	-2	-6	-1	5	1.0	4	0	-1	2	4
C=CCN1C(=O)[C@]2(OCCC=C[C@H]2C)c2cc(OC)ccc21	-5	5	3	3	-0.2	-1	-3	2	-2	2
CCc1ccccc1OCC(=O)Nc1ccc(S(N)(=O)=O)cc1	0	4	1	-6	0.0	5	-3	-2	3	-11
Cc1cccc(C)c1NC(=O)CN1C(=O)NC(C)(C2CC2)C1=O (configuration not stated)	0	4	3	7	0.6	-5	-2	1	-6	10

Next structures
SMILES	ASAP1 inh	MBD2 DNA inh	UHRF1 binding	DDE Tn7 FP inh	proKLK7 act	Tn6 DDE FP	ADAM17 inh	PLCg1 inh	PLC-beta3 inh	ARFGAP1 inh
CC1CCCC(C)N1C(=O)CN1C(=O)NC2(CCCCCC2)C1=O (configuration not stated)	-17	-1	-1	7	-0.4	8	-1	-2	-2	-3
CCCCOC(=O)CCN1C(=O)/C(=C2\SC(=S)N(CCC(=O)OCCCC)C2=O)SC1=S	12	7	3	3	0.0	-2	-6	3	-2	0
CCOc1ccccc1-c1cc(C(=O)N/N=C/c2ccc(O)c(OC)c2)c2ccccc2n1	5	3	2	5	-1.3	1	4	-17	-21	-1
Cc1cccc(C(=O)NC(C)C(=O)NC(c2nc3ccccc3[nH]2)C(C)C)c1 (configuration not stated)	-8	-7	-3	-8	0.5	-9	-5	5	-4	1
COc1ccccc1NC(=O)c1ccccc1NC(=O)c1ccccn1	6	1	-3	-7	-1.3	1	0	-4	-4	9
NCc1cccc(-n2cccn2)c1	9	-1	-1	1	-0.5	7	-3	3	-3	-8
CN1C(=O)[C@@H]2[C@H](C1=O)[C@@H]1C(=O)Nc3ccccc3C(=O)N1[C@@H]2c1ccc(F)cc1	2	1	-1	-2	-10.0	3	-13	-27	-32	-7
O=C(N/N=C/c1ccc(N2CCOCC2)cc1)c1ccc(O)cc1	-8	-1	-4	-2	-4.0	3	-17	-140	-204	2
CCc1ccc(S(=O)(=O)Nc2ccc(N3CCN(C)CC3)cc2)cc1	-8	6	2	3	1.1	13	1	0	-5	-6
CC(=O)N(CCc1ccccc1)c1ccc2c(c1)C1CC2CCN1C(=O)OCc1ccccc1 (configuration not stated)	4	4	1	5	-0.1	-3	3	-1	-2	-2
O=C(c1cccnc1)N1CCN(S(=O)(=O)c2ccc(S(=O)(=O)N3CCCC3)cc2)CC1	-8	-3	4	-6	0.1	4	1	3	3	-1
COc1ccccc1/C=C\C(=O)NCC(=O)N/N=C/c1cccc(OC)c1O	13	-1	-2	-2	-4.4	8	-13	-29	-46	0

Sorted by the number under Tn6 DDE FP (rising): 3 of the compounds above.
molecule	ASAP1 inh	MBD2 DNA inh	DDE Tn7 FP inh	proKLK7 act	Tn6 DDE FP	ADAM17 inh	PLCg1 inh	PLC-beta3 inh	ARFGAP1 inh
CN1C(=O)[C@@H]2[C@H](C1=O)[C@@H]1C(=O)Nc3ccccc3C(=O)N1[C@@H]2c1ccc(F)cc1	2	1	-2	-10.0	3	-13	-27	-32	-7
NCc1cccc(-n2cccn2)c1	9	-1	1	-0.5	7	-3	3	-3	-8
COc1ccccc1/C=C\C(=O)NCC(=O)N/N=C/c1cccc(OC)c1O	13	-1	-2	-4.4	8	-13	-29	-46	0
